TSHR antagonist: blocks TSH signaling through the human TSH receptor | P16473 | TSHR-expressing cells, TSH-stimulated cAMP HTRF, 2 h; hits give low values | activity change, negative = inhibition, % at 11.5 µM | 0.2% of 330,000 active | AID 504810;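 active means activity change below a set negative limit, meaning inhibition stronger than a set level, cut at about -70% in these data; inconclusive means activity change between two set negative limits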; further: on the % scale 0 is the no-effect control and ±100 the full control effect
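TSHR-expressing cells were treated with compounds, then stimulated with TSH at EC80 (4nM final) for 2 hours at 37 deg C. Cellular cAMP was measured by HTRF competition between lysate cAMP and cAMP-d2 for a cryptate-labelled anti-cAMP antibody.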
Eya2 phos inh: Eya2 (human) phosphatase inhibition | 0.006% of 330,000 active | recombinant Eya2, OMFP fluorescence dephosphorylation (OMFP is methylfluorescein phosphate) | Potency, µM (titrated, usually from 76.9 µM), for the others: top-dose activity, negative = inhibition, most hits filed as inhibitors | O00167 | AID 488837; further: potency means the concentration at half of the fitted maximal effect; on the % scale 0 is the no-effect control and ±100 the full control effect
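Eya2 protein (added as 0.2 uM solution) was preincubated with compound for 10 min at ambient temperature in 50 mM HEPES pH 7.5, 50 mM NaCl, 5 uM MgCl2, 0.05% BSA, 1 mM DTT. OMFP (added at 50 uM) then reacted 10 min; fluorescence read at 485/525 nm.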
TRPV1 agonist: agonists of human vanilloid receptor 1 (TRPV1). TRPV1-expressing cells, Fluo-8 calcium influx, agonist mode. 0.19% of 320,000 active. Q8NER1. activation, % at 8.33 µM; in the data active means activation above about 80%; inconclusive means between about 30% and that limit; further: 0% is about no effect
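TRPV1-expressing cells were cultured overnight at 35.5C and loaded with Fluo-8 calcium dye for 40 to 90 min at room temperature. After a 10 s baseline, compound was added and calcium influx was read kinetically for 3 min (ex 480/em 520 nm).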
KCNH2 3.1 block: KCNH2 3.1 (human) potassium channel inhibition | activity change, % (tested at about 1.8 µM) | U2OS KCNH2 3.1, thallium flux FluxOr; hits give low values | AID 720553 | 0.95% of 340,000 active;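 active means maximum activity change below -70%; inconclusive means maximum activity change from -70% to -50%; inactive means maximum activity change above -50%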;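 further: thallium influx rate constant from kinetic fluorescence after stimulation buffer; on the % scale 0 is the no-effect control and ±100 the full control effect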
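FluxOr-based Tl+ influx in U2OS cells transduced with KCNH2 3.1 virus; rate constants normalized to DMSO controls.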
TCR act: activators of T cell receptors; 330,000 tested, under 10 active; AID 504894; Potency, µM (highest dose often 9.22 µM), inactives show at the highest dose activation of IL-2 secretion, most hits filed as activators; primary human leukocytes, anti-CD3, IL-2 HTRF, 48 h; further: % of control where 0% means no effect
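Primary human leukocytes incubated 48 hr with anti-CD3 beads plus compound, without co-stimulation. Secreted IL-2 measured by HTRF (europium cryptate/d2 anti-IL-2 pair, 320 nm excitation, 665 nm emission).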
A-T KAP1 phos: potential ataxia-telangiectasia treatments restoring KAP-1 phosphorylation; 0.19% of 320,000 active; AID 485349; […] A-T fibroblasts, KAP-1 phosphorylation AlphaLISA; neocarzinostatin DNA damage 30 min before lysis; Potency, µM (titrated, usually from 57.5 µM), without a hit: at the highest dose activation, hits mostly activators; further: potency means the concentration at half of the fitted maximal effect; % of control where 0% means no effect; nearly all actives have a fitted effect of over 45% in size
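ATM-like activity read as KAP-1 phosphorylation via AlphaLISA donor/acceptor antibody pairs after lysis and 6 hr at 25C. Cells were ATM-null patient fibroblasts ([…], hTERT), dosed 60 min, then exposed to the DSB inducer NCS for 30 min.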
KCNH2 WT inh: blocks the wildtype human KCNH2 potassium channel. 0.37% of 340,000 active. U2OS, BacMam KCNH2, thallium flux FluxOr; hits give low values. AID 720551. activity change, % at 1.84 µM. Q12809;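 active means maximum activity change below -70%; inconclusive means maximum activity change between -70% and -50%; inactive means maximum activity change above -50%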; further: on the % scale 0 is the no-effect control and ±100 the full control effect
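U2OS cells transduced with wild-type KCNH2 virus are loaded with FluxOr dye for 45 min, and thallium flux is measured in kinetic reads before and after stimulation buffer. Rate constants are normalized to DMSO controls.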
Mito fusion act: mitochondrial division inhibition or fusion activation; S. cerevisiae fusion-defective mutant growth rescue, CellTiterGlo 48 h; 0.23% of 320,000 active; AID 485298; Potency, µM (top dose mostly 46.1 µM), inactives show at the highest dose growth rescue (activation), actives largely listed as activators;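 further: potency means the concentration at half of the fitted maximal effect; % of control where 0% means no effect; nearly all actives have a fitted effect of over 45% in size; temperature-sensitive fusion mutants such as fzo1-1 at 37 °C on non-fermentable ethanol glycerol medium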
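Read-out: ATP-based luminescence (CellTiterGlo, 10 min ambient) reporting growth of fusion-defective ts yeast after 48 hours at 37C on glycerol/ethanol YPEG medium in the presence of compound.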
ELG1 DNA repair: ELG1-dependent DNA repair inhibition. HEK293T ELG1-luciferase reporter, luminescence, 16 h; DNA damage induced by 5-fluorouridine. Potency, µM (top dose mostly 46.1 µM), inactives show at the highest dose activity change, negative = inhibition, usual class: inhibitors. 2.3% of 330,000 active. AID 504467; further: potency means the concentration at half of the fitted maximal effect; on the % scale 0 is the no-effect control and ±100 the full control effect; nearly all actives have a fitted effect of over 55% in size
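5-Fluorouridine DNA damage + compound/DMSO, 2,000 cells/well, 16 h, 37 °C/5% CO2. ONE-Glo, 30 min RT, luminescence. Readout = decrease in reporter signal.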
USP2a inh: USP2a (human) protease inhibition; O75604; USP2 core, Ub-CHOP2 coupled fluorogenic reporter, 485/531; Potency, µM (doses to about 38.3 µM), without a hit: top-dose activity change, negative = inhibition, hits mostly inhibitors; 0.01% of 330,000 active; AID 463254;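 further: potency means the concentration at half of the fitted maximal effect; plate controls were DMSO wells for no effect and full inhibition by NEM control for full effect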
Target sequence (O75604 whole entry, looked up): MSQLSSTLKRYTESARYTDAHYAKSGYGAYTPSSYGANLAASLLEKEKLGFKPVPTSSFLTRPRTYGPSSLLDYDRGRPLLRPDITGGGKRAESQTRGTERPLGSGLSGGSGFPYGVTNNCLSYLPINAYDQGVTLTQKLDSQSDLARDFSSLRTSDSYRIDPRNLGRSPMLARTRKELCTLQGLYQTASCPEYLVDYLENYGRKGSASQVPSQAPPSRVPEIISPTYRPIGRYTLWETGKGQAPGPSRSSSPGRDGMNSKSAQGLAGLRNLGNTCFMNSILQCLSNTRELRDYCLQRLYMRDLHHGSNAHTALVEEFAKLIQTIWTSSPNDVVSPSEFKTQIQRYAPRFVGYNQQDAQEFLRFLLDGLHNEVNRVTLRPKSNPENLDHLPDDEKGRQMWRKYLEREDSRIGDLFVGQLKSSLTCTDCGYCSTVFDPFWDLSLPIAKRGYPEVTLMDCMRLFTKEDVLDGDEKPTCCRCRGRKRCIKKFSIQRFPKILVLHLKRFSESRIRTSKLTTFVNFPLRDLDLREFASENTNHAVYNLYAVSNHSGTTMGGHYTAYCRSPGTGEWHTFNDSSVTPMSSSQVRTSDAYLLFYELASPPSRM
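Deubiquitinase activity read as fluorescence (485/531 nm) after Ub-CHOP2 cleavage activates the enterokinase reporter on its substrate; USP2 core 10nM, Ub-CHOP2 and substrate 25nM each, 30min compound preincubation then 60min RT; data normalized to NEM, curves fitted.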
Active calls of the source: *; u = inconclusive; x = no result given; [ ] = dose if it differs, or a comment. Unless noted, the call rests on the fitted dose curve; in most records, active means well fitted curve in the direction sought with a large enough effect; inconclusive means small, poorly fitted or top-dose-only effect, or another doubt; inactive means no such curve, though single readings can be large; an effect the other way counts as inactive or inconclusive. Not all compounds are listed (hit frequency here may not be typical).

Under each structure – ELG1 DNA repair	USP2a inh	KCNH2 3.1 block	Eya2 phos inh	KCNH2 WT inh	TRPV1 agonist	Mito fusion act	A-T KAP1 phos	TSHR antagonist	TCR act
Nc1nc2nc(-c3ccc(OCc4ccccc4)cc3)cc(C(F)(F)F)n2n1
→ 24%	3%	-16	24%	-7	-2	-2%	-1%	5	1%
CCCc1cc(=O)[nH]c2nnc(SCC(=O)Nc3cccc(NC(C)=O)c3)n12
→ 8%	-3%	4	0%	1	0	9%	-18%	23	-23%
O=C1C(Cl)=C(NC2CCCCC2)C(=O)N1c1ccc(Cl)cc1
→ u	3%	7	-3%	14	20	23%	-1%	-5	-1%[46.1 µM]
Cc1c(C(=O)NCCN2CCOC2=O)oc2c(F)cccc12
→ u	0%	-6	7%	-2	3	0%	-4%	1	2%
CCn1nc(C)cc1C(=O)OCC(=O)c1ccc(Cl)cc1
→ -5%	1%	13	-1%	0	8	-6%	1%	-12	-7%
Cc1ccc2c(CN3CCN(S(=O)(=O)c4ccccc4C(F)(F)F)CC3)cc(=O)oc2c1
→ 18µM*	0%	-75*	-1%	-21	4	15%	4%	-14	x
CC(=O)C(c1ccccc1)C(c1ccccc1)C(C)[N+](=O)[O-] (stereo not drawn)
→ -4%	2%	-3	4%	-2	15	0%	2%	-26	4%
CCOC(=O)Nc1ccc2c(CN3C(=O)NC(CC)(CC)C3=O)cc(=O)oc2c1
→ u	-1%	-3	2%	3	-8	1%	x	-12	2%
CC1(C)CN=c2s/c(=C\c3ccc(Cl)cc3)c(=O)n2C1
→ u	-1%	-9	10%	-3	18	0%	-6%	17	6%
O=C(Cn1nnc(-c2ccc(Cl)cc2)n1)N1CCN(C(=O)c2ccco2)CC1
→ -12%	2%	-1	2%	10	3	6%	5%	3	-7%

Next section, starting with the last 3 of the part before.
Under each structure – ELG1 DNA repair	USP2a inh	KCNH2 3.1 block	Eya2 phos inh	KCNH2 WT inh	TRPV1 agonist	Mito fusion act	A-T KAP1 phos	TSHR antagonist	TCR act
CCOC(=O)Nc1ccc2c(CN3C(=O)NC(CC)(CC)C3=O)cc(=O)oc2c1
→ u	-1%	-3	2%	3	-8	1%	x	-12	2%
CC1(C)CN=c2s/c(=C\c3ccc(Cl)cc3)c(=O)n2C1
→ u	-1%	-9	10%	-3	18	0%	-6%	17	6%
O=C(Cn1nnc(-c2ccc(Cl)cc2)n1)N1CCN(C(=O)c2ccco2)CC1
→ -12%	2%	-1	2%	10	3	6%	5%	3	-7%
COC(=O)CC1C(=O)NCCN1C(=S)NC(=O)CCc1ccccc1 (stereo not drawn)
→ 7%	2%	-4	-11%	-2	-1	2%	2%	1	3%
CCn1c2ccc(C)cc2c2nnc(NN)nc21
→ u	2%	-23	-3%	-1	2	-1%	0%	-3	-7%[46.1 µM]
CSc1ccccc1NC(=O)c1cccs1
→ 20%	-4%	2	5%	1	9	5%	5%	-4	5%
O=C(NCCN1CCNC1=O)C1CCC(=O)N(Cc2cccc(C(F)(F)F)c2)C1 (stereo not drawn)
→ 26%	2%	1	-6%	4	6	-1%	0%	14	7%
FC(F)(F)Oc1ccc(NC(=S)NCCCN2CCOCC2)cc1
→ -18%	-1%	17	-4%	x	13	7%	-8%	9	-3%
CSc1ncccc1C(=O)NCCc1ccc(S(N)(=O)=O)cc1
→ 3%	3%	-7	-1%	0	-1	-2%	-2%	9	-4%
O=C(CNC(=O)Cc1cccc2ccccc12)NCc1ccccc1F
→ 5%	-1%	19	-4%	-2	1	5%	11%	-24	-1%
Cc1ccc(-c2nn(-c3ccccc3)cc2C(=O)NCCCN2CCCC2=O)cc1
→ -13%	3%	19	-37%	-6	27	0%	-4%	-6	-1%
COc1c(C)cc(Br)cc1C(=O)NCc1cccnc1
→ 15%	2%	-5	3%	-1	2	-1%	-2%	5	-7%[46.1 µM]
Cc1cccc(-c2noc(CNS(=O)(=O)c3ccccc3)n2)c1
→ 25%	6%	u	-10%	13	2	2%	4%	-12	-8%
COc1ccc(-c2cnnc(N/N=C/c3ccc(O)c(OC)c3)n2)cc1
→ 21µM*	6%	-6	-3%	11	-4	-4%	2%	-13	2%[46.1 µM]
COc1cc(CN(CC2CCCO2)C(=O)c2ccco2)cc(OC)c1OC (stereo not drawn)
→ 9%	1%	-22	0%	-7	2	u	1%	-3	3%
COc1ccc(OCC(O)CNC(=O)c2c(-c3ccccc3)noc2C)cc1 (stereo not drawn)
→ -7%	1%	-22	8%	1	1	2%	-1%	6	-6%
CCn1cc(C(=O)Nc2ccc3c(c2)OCCO3)c2cc(OC)c(OC)cc2c1=O
→ 5.8µM*	-2%	-29	15%	-14	x	6%	16%	-10	2%
CCOC(=O)CN(Cc1sccc1C)C(=O)Nc1ccc(OCC)cc1
→ 8%	4%	-18	6%	51	2	2%	0%	7	6%[46.1 µM]
CC(=O)N/C(=C/C(C)C)c1ccccc1
→ 1%	0%	46	-18%	9	-1	-3%	-9%	-2	3%
Nc1nc(SCc2nc3scc(-c4cccs4)c3c(=O)[nH]2)n[nH]1
→ 4%	-1%	-3	-8%	-27	-1	-8%	2%	-4	-5%
COc1cc(-c2nnc(CSc3nc4ccccc4s3)o2)cc(OC)c1OC
→ 12µM*	3%	x	4%[15.4 µM]	x	u	18%	14%	-7	x
COc1ccc2c(c1)C(C)=CC(C)(C)N2C(=O)C(C)N1C(=O)c2ccccc2C1=O (stereo not drawn)
→ -18%	0%	2	-1%	1	-4	18%	2%	-5	4%[46.1 µM]
COc1ccc(/C=C2\COc3ccccc3C2=O)c(OC)c1
→ u	-7%	0	-13%	0	-1	-9%	5%	-19	-1%
O=C1CSC(=S)N1/N=C/c1ccc(O)c(O)c1O
→ 23µM*	-1%	-23	u	-7	-9	-2%	-3%	-2	-4%
Cc1cc(C(=O)Nc2c(C)nn(Cc3ccc(Cl)cc3)c2C)no1
→ u	1%	-1	4%	0	-3	8%	-1%	-6	2%
O=C(Cc1csc(N2CCOCC2)n1)N/N=C/c1cccc(O)c1
→ -17%	2%	-9	11%	-18	-4	1%	0%	-2	-5%
Cc1ccc(NC(=S)N(N)CCO)cc1
→ -11%	0%	10	1%	-6	-5	11%	-2%	0	2%
O=C(CSc1nc(-c2ccccc2)cc(=O)[nH]1)Nc1ccc(F)c(F)c1
→ 1%	1%	-6	3%	-3	-3	-9%	20%	-31	-1%
CS(=O)(=O)N(Cc1ccccc1)c1ccccc1C(=O)O
→ 1%	-1%	2	-16%	-7	2	2%	3%	-2	-3%
CN(C)S(=O)(=O)c1ccc(SCC(=O)N2CC(=O)Nc3ccccc32)nc1
→ -15%	1%	-5	7%	3	0	-3%	15%	19	5%
C=CCNC(=O)c1ccccc1NS(=O)(=O)c1ccc(OC)c(C(=O)N2CCOCC2)c1
→ -2%	2%	-10	-12%	-10	-2	-4%	-2%	-7	-3%
O=S(=O)(c1cccs1)N1CCC2(CC1)OCCN2S(=O)(=O)c1ccccc1
→ -8%	1%	-2	-9%	-11	-1	5%	6%	-13	-4%
Nc1ccc2c(c1)C(=O)N(CCCCCC(=O)O)C2
→ -2%	7%	9	6%	-3	0	1%	x	-11	1%[46.1 µM]
COc1cc(C2NC(=O)NC(C)=C2C(=O)OCc2ccccc2)ccc1O (stereo not drawn)
→ 4%	2%	-12	-8%	3	-3	0%	7%	9	-1%
O=S(=O)(NCCN1CCOCC1)c1ccc(Cl)s1
→ 10%	2%	13	4%	-9	4	-6%	1%	-1	1%
N#C/C(=C\c1c(Cl)cccc1Cl)c1nc2ccccc2[nH]1
→ 0%	5%	9	5%	10	u	14%	2%	-7	3%
CC1CCCCC1NC(=O)CN1C(=O)NC(C)(c2ccc(OC(F)F)cc2)C1=O (stereo not drawn)
→ -9%	1%	5	-9%	0	9	3%	6%	-4	1%
CC(C)c1ccc(NC2CCCN(C(=O)c3ccnc(Cl)c3)C2)cc1 (stereo not drawn)
→ 0%	1%	-4	-2%	-8	91*	0%	8%	-2	0%
Cc1ccc(Nc2nc(CSc3nnc(-c4cccnc4)n3-c3ccccc3F)cs2)cc1
→ u	-2%	8	-3%	2	2	-3%	-10%	2	-3%[46.1 µM]
COc1ccc(/C=N/N=C2/NC(=O)C(CC(=O)O)S2)cc1OCc1ccc(Cl)cc1Cl (stereo not drawn)
→ 15%	2%	5	-15%	6	-2	14%	-5%	-9	1%[46.1 µM]
Cc1cccc(NC(=O)CSc2nc3[nH]ncc3c(=O)n2-c2ccccc2)c1
→ -5%	3%	x	-11%	x	4	3%	1%	9	1%[46.1 µM]
COc1ccc(NS(=O)(=O)c2ccc3c(c2)NC(=O)C(C)S3)cc1 (stereo not drawn)
→ u	-2%	4	4%	-8	24	14%	-4%	-11	-4%
CSC1=NCCN1S(=O)(=O)c1ccc(F)cc1
→ 2%	-6%	1	3%	-10	u	-1%	5%	2	-4%
